# SRC1 TRFRET art: TR-FRET artefact, counter-screen to PPARgamma/SRC-1 agonist assay. TR-FRET detection artefact counter-screen, emission ratio; hits give high values. TR-FRET ratio at 8 µM. 99,000 tested, 0.34% active; in the data active means TR-FRET ratio above about 2300; further: inactives centre near 1800; reference of the scale not given here
# SRC3 TRFRET art: counter-screen for PPARgamma SRC-3 recruitment agonists: TR-FRET artefact. PPARgamma/SRC-3 format; hits give high values. TR-FRET ratio at 8 µM. 99,000 tested, 0.39% active. AID 1048; in the data active means TR-FRET ratio above about 2000; further: inactives centre near 1600; reference of the scale not given here
# Numbers without * were called inactive.
compound	SRC1 TRFRET art	SRC3 TRFRET art
COCCn1nnnc1C(CC(C)C)N1CCN(c2nc3ccccc3s2)CC1 (stereo not drawn)	1944	1450
C/C(=N\Nc1ccc(S(=O)(=O)Nc2ccc(Cl)cc2)cc1[N+](=O)[O-])c1ccc(N2CCOCC2)cc1	1593	1487
Cn1c(NC(=O)/C=C\c2ccccc2)cc(=O)n(C)c1=O	1865	1608
Cc1ccsc1/C=N/n1c(C2CCCCC2)n[nH]c1=S	1695	1585
CC(=O)c1ccc(OCc2ccc(Oc3c(Cl)cccc3[N+](=O)[O-])cc2)cc1	1625	1608
Cc1ccc(C(=O)N/C(=C/c2ccccc2)C(=O)NC(Cc2ccccc2)C(=O)O)cc1 (stereo not drawn)	1542	1655
O=C1/C(=C/c2cccnc2)SC(=S)N1C1CCS(=O)(=O)C1 (stereo not drawn)	1793	1414
CCC(=O)Nc1ccc(-c2nnc(SCC(=O)NCC3CCCO3)n2C)cc1 (stereo not drawn)	2033	1537
Cc1cc(=O)oc2cc(OC(=O)c3ccccc3)ccc12	1591	1377
CCCC(=O)NC(Nc1c(C)n(C)n(-c2ccccc2)c1=O)C(Cl)(Cl)Cl (stereo not drawn)	1735	1636
CCCCOc1ccc(C(=O)N/C(=C\c2ccc([N+](=O)[O-])cc2)C(=O)OCc2ccco2)cc1	1443	1499
Cc1ccc(C(=O)COC(=O)c2ccccc2NC(=O)c2ccccc2)cc1[N+](=O)[O-]	1637	1706
O=c1c2cccnc2nc2n1CCCCC2	1715	1395
CCOC(=O)CN1CC23C=CC(O2)C(C(=O)Nc2ccc4c(c2)OCO4)C3C1=O (stereo not drawn)	1590	1755
CCOC(=O)Cc1ccc(NCc2ccc(Cl)cc2)cc1	1812	1709
O=C(NCC(O)CN1CCOCC1)c1ccc([N+](=O)[O-])cc1 (stereo not drawn)	1696	1665
O=C(CN1CCN(c2ccccc2O)CC1)NNC(=O)c1ccc(Cl)cc1	1587	1451
CC/C(O)=C1\C(=O)CCCC1=NCCc1nc2ccccc2[nH]1	1721	1431
O=C(Cc1ccccc1)NNS(=O)(=O)c1ccc(F)cc1	1737	1472
COc1ccc(N2CCN(c3ccc(NC(=O)c4ccc5c(c4)OCO5)cc3C#N)CC2)cc1	2026	1447
Cc1ccccc1-c1nnc(SCCC(=O)N2CCOCC2)o1	1974	1634
Cc1cc[n+](C(C)C(=O)c2ccc(-c3ccccc3)cc2)cc1 (stereo not drawn)	1810	1835
COc1ccc(/C=C/c2c([N+](=O)[O-])c(=O)n(C)c(=O)n2C)cc1	1745	1657
O=C(NC1CCCCC1)C(c1ccc(F)cc1)N(Cc1ccccc1)C(=O)CN1C(=O)c2ccccc2S1(=O)=O (stereo not drawn)	1799	1653
CCOc1ccc(NC(=O)CSc2nc(N)c(-c3ccccc3)c(=O)[nH]2)cc1	1814	1592
CCc1cccc(NS(=O)(=O)c2ccc3c(c2)CCC(=O)N3)c1	1814	1809
CCC(C)NCCOCCOc1ccc(Cl)c(C)c1C (stereo not drawn)	1713	1589
O=C(CCN1CCCCC1)NNC(=O)C12CC3CC(CC(C3)C1)C2	1764	1448
COc1ccc(S(=O)(=O)NC(C)C)cc1-n1cnnn1	1541	1528
COc1ccc(CCC(=O)N/N=C\c2cccs2)cc1	1746	1517

# Other results:
compound	SRC1 TRFRET art	SRC3 TRFRET art
CC(C)=CCN1CCN(CCCn2cccn2)CC1CCO (stereo not drawn)	1567	1451
Cc1oc2c(C)c(O)ccc2c(=O)c1N1C(=O)c2ccccc2C1=O	1717	1559
CCOC(=O)c1c(NC(=O)C2COc3ccccc3O2)sc2c1CCN(Cc1ccccc1)C2 (stereo not drawn)	1769	1742
Cc1cc(C)n2nc(C(=O)N3CCN(c4ccc([N+](=O)[O-])cc4)CC3)nc2n1	1662	1411
COc1ccc2[nH]c(=O)cc(C(=O)O)c2c1	1446	1506
COCC(C)n1c(C)cc(C(=O)COC(=O)c2ccc3c(c2)NC(=O)CS3)c1C (stereo not drawn)	1572	1642
CC(C)(C)c1ccc(C(=O)c2c[nH]c(C(=O)O)c2)cc1	1905	1441
CC(C)[C@H](NC(=O)c1ccccc1)C(=O)OCC(=O)N1CC2(C)CC1CC(C)(C)C2 (stereo partly drawn)	1485	1580
O=C(NCc1ccc(N2CCCC2=O)cc1)c1cccc(Cl)c1	1841	1466
COc1ccc(N2C(=O)CSC2c2cccs2)cc1 (stereo not drawn)	1587	1506
Cc1nc(N2CCN(S(=O)(=O)c3cccc4nonc34)CC2)c2c3c(sc2n1)CCCC3	1791	1645
O=C(NCCN1CCOCC1)c1ccc2c(c1)N(Cc1ccccc1F)C(=O)c1ccccc1S2	2163	1617
CCC1=NN2C(=N)/C(=C\c3cccn3-c3c(C)cccc3C)C(=O)N=C2S1	1862	1499
CCNC(=O)c1ccccc1CCc1ccccc1	1731	1506
CC(CCc1ccccc1)NC(=O)C(=O)N1CCOCC1 (stereo not drawn)	1695	1650
Cn1nc(C(=O)N2CCc3ccccc32)c2ccccc2c1=O	2107	1746
COc1cccc(C(=O)Nc2cc(-c3cn4cccnc4n3)ccc2C)c1	1786	1658
Cc1cc(N2CCN(C)CC2)nc2ccc(NC(=S)NCCCN3CCc4ccccc4C3)cc12	1925	1711
O=C1C(=O)N(CC(=O)N2CCCC2)c2ccccc21	1786	1491
O=C(Cc1ccc(Br)cc1)Nc1ccccc1Cl	1733	1625
Cc1ccc(/C=C2\C(=O)ON=C2c2ccccc2)o1	2031	1716
O=C(Nc1nc2c(cc3c4c(cccc42)CC3)s1)c1ccccc1Cl	2264	2115*
Cc1cccc(N=C2CSC(=O)N2)c1	1803	1713
COc1ccc(/C(O)=C2/C(=O)C(=O)N(CC3CCCO3)C2c2cccc(OC)c2)cc1 (stereo not drawn)	1973	1886
CCc1nnc(NC(=O)c2ccc(S(=O)(=O)N3CCN(Cc4ccccc4)CC3)cc2)s1	1890	1725
c1ccc2sc(NN=C3CCCCCC3)nc2c1	1588	1726
O=C1NN=C(c2ccccc2)CC1c1c[nH]c2ccccc12 (stereo not drawn)	2024	1689
O=C(COC(=O)CCCSc1nc2ccccc2[nH]1)Nc1cccc(F)c1	1934	1555
Cc1cccc(OCC(=O)Nc2ccccc2-c2ccccc2)c1	1709	1655
Cc1nc(SCCOc2ccccc2F)[nH]c(=O)c1Cc1ccccc1	1795	1696

# Five records drawn at random from the list so far, as already listed:
compound	SRC1 TRFRET art	SRC3 TRFRET art
Cc1nc(SCCOc2ccccc2F)[nH]c(=O)c1Cc1ccccc1	1795	1696
COCC(C)n1c(C)cc(C(=O)COC(=O)c2ccc3c(c2)NC(=O)CS3)c1C (stereo not drawn)	1572	1642
CCc1nnc(NC(=O)c2ccc(S(=O)(=O)N3CCN(Cc4ccccc4)CC3)cc2)s1	1890	1725
O=C(NCc1ccc(N2CCCC2=O)cc1)c1cccc(Cl)c1	1841	1466
COc1ccc(/C(O)=C2/C(=O)C(=O)N(CC3CCCO3)C2c2cccc(OC)c2)cc1 (stereo not drawn)	1973	1886

# Remaining list, next part:
compound	SRC1 TRFRET art	SRC3 TRFRET art
COc1ccc(-c2nc(CN(CC3CCC(=O)N3)C(C)C)c(C)o2)c(C)c1C (stereo not drawn)	2156	1665
CCc1cc2ccc(C)cc2nc1SCC(=O)NNC(=O)c1ccco1	1809	1423
CC(C)Sc1nc2c([nH]1)c(=N)ncn2Cc1ccccc1	1882	1590
O=C(CN1CCN(S(=O)(=O)c2ccccc2)CC1)Nc1ccccc1C(=O)c1ccccc1	1729	1565
Cc1ccc(N2C(=O)c3cccc4cccc(c34)C2=O)cc1	1736	1580
N#C/C(=C\c1ccc(Sc2ccccc2)o1)c1nc2ccccc2[nH]1	1874	1674
COc1cccc(NC(=S)N(CCN(C)C)C(C)c2cccnc2)c1 (stereo not drawn)	2025	1870
O=C1/C(=C/Nc2cccc([N+](=O)[O-])c2)CCc2ccccc21	1767	1865
O=C(COC(=O)c1ccc(Br)cc1)NCc1ccccc1	2101	1855
CCOc1ccc2c(c1)C(N(CCN1CCOCC1)C(=S)Nc1ccccc1OC)CC(C)(C)O2 (stereo not drawn)	1963	1705
S=C(NCC1CCCO1)N1CCN(c2cccc(Cl)c2)CC1 (stereo not drawn)	1592	1596
OC(CCCN1CCC(O)(c2ccc(Cl)cc2)CC1)c1ccc(F)cc1 (stereo not drawn)	1470	1524
O=C(Nc1ccc([N+](=O)[O-])cc1)C1(c2ccccc2)CCOCC1	1740	1595
Cc1cccc(Nc2nc(-c3ccncc3)cs2)c1	1995	1756
CCOc1ccc(C2C(C(=O)c3cccs3)=C(O)C(=O)N2Cc2cccnc2)cc1OC (stereo not drawn)	1793	1692
COc1ccc(-n2nc([N+](=O)[O-])c(=NCc3ccc4c(c3)OCO4)n2O)cc1	1990	1745
CN(Cc1cc(=O)n2ccsc2n1)C1CCCCC1	1803	1706
CCCCOc1ccc(N2C(=O)CC(N(CCc3ccccc3)C(=O)/C=C/C(=O)O)C2=O)cc1 (stereo not drawn)	1539	1497
COc1cc(C2C3=C(CC(C)(C)CC3=O)Nc3c2c(=O)[nH]c(=O)n3Cc2ccccc2)ccc1O (stereo not drawn)	1609	1496
COc1cc(/C=C2/C(=O)NN(c3cccc(F)c3)C2=O)ccc1OC(=O)c1ccco1	1771	1615
CC(O)c1nc2ccccc2n1CCCCOc1ccccc1 (stereo not drawn)	1852	1577
CC1=CC(C)C2(CO)COC(c3cccnc3)C1C2C (stereo not drawn)	1884	1585
O=C(Cn1cnc2c(nnn2Cc2ccc(Cl)cc2)c1=O)N1CCN(c2ccccc2)CC1	1944	1241
O=C(O)CC12CC3CC(C1)CC(n1ncc(NCc4ccc5c(c4)OCO5)c(Cl)c1=O)(C3)C2	1863	1678
CCc1nnc(NC(=O)c2cc(OC)c(OC)cc2[N+](=O)[O-])s1	1394	1450
Cc1cc(C)n2nc(SCC(=O)Nc3ccccc3)nc2n1	1636	1491
Cc1cccc(C)c1NC(=S)N(CCN1CCCCCC1)Cc1ccco1	2014	1409
CC(C)N1CCN(CC#Cc2ccccc2)CC1CCO (stereo not drawn)	1669	1512
CN(C)c1nc(=S)nc(NCc2ccccc2)[nH]1	1939	1659
COC(=O)c1cccc(NC(=O)Nc2ccccc2OC)c1	1576	1620

# Entries of single compounds, looked up by structure:
# Results for O=C(O)CC12CC3CC(C1)CC(n1ncc(NCc4ccc5c(c4)OCO5)c(Cl)c1=O)(C3)C2 → SRC1 TRFRET art: 1863; SRC3 TRFRET art: 1678
# Results for COc1ccc(CCC(=O)N/N=C\c2cccs2)cc1 → SRC1 TRFRET art: 1746; SRC3 TRFRET art: 1517

# Not a retest: an excerpt of the list.
compound	SRC1 TRFRET art	SRC3 TRFRET art
COc1ccc(-c2nc(CN(CC3CCC(=O)N3)C(C)C)c(C)o2)c(C)c1C (stereo not drawn)	2156	1665
CCc1cc2ccc(C)cc2nc1SCC(=O)NNC(=O)c1ccco1	1809	1423
CC(C)Sc1nc2c([nH]1)c(=N)ncn2Cc1ccccc1	1882	1590
O=C(CN1CCN(S(=O)(=O)c2ccccc2)CC1)Nc1ccccc1C(=O)c1ccccc1	1729	1565

# The list goes on:
compound	SRC1 TRFRET art	SRC3 TRFRET art
COC(=O)CSc1ccsc1C(=O)O	1899	1572
CCOC(=O)c1sc2nc(SCC#N)n(CC3CCCO3)c(=O)c2c1C (stereo not drawn)	2171	1508
COc1ccc(Br)cc1CNC(=O)C1CCN(S(=O)(=O)N2CCC(C)CC2)CC1	1885	1454
CCCSc1nnc(CSc2ncccn2)n1C	1801	1583
S=c1[nH]ccn1-c1ccc(Cl)cc1	2009	1423
COc1ccc(NC(=O)c2ccc(-c3ccccc3C(F)(F)F)o2)cc1	1609	1476
CN(C)CCCNC(CC(=O)Nc1cccc([N+](=O)[O-])c1)C(=O)O (stereo not drawn)	2094	1395
O=C(CNC(=O)c1cccs1)NCC(=O)OCC(=O)c1ccc([N+](=O)[O-])cc1	1911	1732
CN(Cc1cn[nH]c1-c1ccc2c(c1)OCO2)C1CCOCC1	2022	1479
CCOC(=O)c1cnc2c(cnn2C)c1NCCCn1ccnc1	1645	1531
COc1ccc(OC)c(NC(=O)C(=O)NCCC2=CCCCC2)c1	2006	1428
CC(Sc1nnnn1-c1ccccc1)C(=O)Nc1ccccc1-c1ccccc1 (stereo not drawn)	1692	1490
O=[N+]([O-])c1ccccc1S(=O)(=O)N1CCN(CC2CC3C=CC2C3)CC1 (stereo not drawn)	1855	1546
O=C(N/N=C/c1ccc(-c2cccc(C(F)(F)F)c2)o1)c1ccccc1O	1758	1585
N#CCCn1cc(/C=N/NC(=O)c2ccncc2)c(-c2ccc(F)cc2)n1	1424	1537
COc1ccccc1-c1ccc(SCC(=O)N2CCOCC2)nn1	1710	1553
COC(=O)c1ccccc1NC(=O)C(=O)NCC1CCCO1 (stereo not drawn)	1765	1700
COc1ccc(Br)cc1CN(C)CC(=O)Nc1cccc(S(N)(=O)=O)c1	1724	1605
CCOC1OC(=O)C(Cl)=C1Nc1cc(C)ccc1C (stereo not drawn)	1813	1708
Cc1cccc(C)c1NC(=O)c1cccc(COc2cc(Cl)ccc2Cl)c1	1919	1621
Cc1ccccc1OCCn1cc(/C=C(\C#N)C(=O)NCc2ccco2)c2ccccc21	1685	1587
CCNC(=O)CC1SC(=Nc2ccc(C)cc2)NC1=O (stereo not drawn)	1661	1674
O=C(O)c1cc(C(F)(F)F)nc2ccccc12	1726	1664
CCOc1ccc(-c2nnc3ccc(SCC(=O)Nc4cc(C)on4)nn23)cc1	1539	1373
CCC(C)(C)c1ccc(OCCCC[n+]2cccc(C)c2)c(C(C)(C)CC)c1	1788	1632
Cc1ccc(C)c(OCCn2c(=O)c3c(ncn3C3CCCC3)n(Cc3ccccc3)c2=O)c1	1735	1651
Cc1ccc(NC(=S)NC2CCN(Cc3ccccc3)CC2)cc1	1457	1377

# A portion of the library, so the mix of outcomes need not match the whole.
